Screening data as filed in PubChem BioAssay.
Pf gamet viab: P. falciparum stage V gametocyte viability inhibition; P. falciparum stage V gametocytes, ATP luminescence, 24 h; inhibition, % at 10.9 µM; 150,000 tested, 0.065% active;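 active means inhibition above the mean plus 3 SD of compounds within the control limits, set per campaign, cut at about 38% in these data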;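 further: 0% = DMSO wells and 100% = medium only without gametocytes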
Starred values were filed as active, the others as inactive. An excerpt. The share of hits here may be higher or lower than overall.

structure | Pf gamet viab
COCCNC(=O)C1CCC(=O)N1S(=O)(=O)c1ccc(C)cc1 (centres undefined) | 17
CCN1CCN(C(=O)CN(CC)S(=O)(=O)c2ccc3ccccc3c2)CC1 | -7
O=C(O)c1ccc(NCc2cccnc2)c([N+](=O)[O-])c1 | -33
CCc1cc2c3c(c(=O)oc2cc1OCC(=O)OC)CCCC3 | 3
Cc1ccc(C(=O)NNC(=O)c2ccc3ccccc3c2O)cc1 | -8
C[C@H]1CN([C@@H](C)CO)C(=O)c2cc(NS(=O)(=O)c3ccc(Cl)cc3)ccc2O[C@@H]1CN(C)CC1CCCCC1 | 25
CC(C)(C)C1CCC(N2CCN(c3ccccc3)CC2)CC1 (centres undefined) | 4
CC1(C)c2[nH]c3ccccc3c2C[C@@H]2C(=O)N(c3ccc(F)cc3F)C(=O)N21 | -6
CCn1c(=O)c(C(=O)Nc2ccccc2)c(O)c2ccccc21 | 7
COc1ccc(-c2noc(C3CCCN(C(=O)c4c(F)cccc4F)C3)n2)cc1OC (centres undefined) | 6
CC(=O)c1nn(-c2ccc(Cl)cc2)cc1C(=O)c1ccccc1 | 1
Cc1ccc(OCCCCCN2CCOCC2)cc1 | -44
[O-]/[N+](=C\c1ccccc1)c1ccccc1 | 2
CCc1ccc(CCC(=O)Nc2ccc(Br)cc2)o1 | -7
CCCNC(=O)CCn1cc(-c2ccc(OC)cc2)nc1CCN | 23
O=C(NCCN1CCNCC1)c1ccccc1O | -54
COc1ccc([C@H]2CC(=O)C=C(c3ccc(-c4ccccc4)cc3)C2)cc1OC | 4
C[C@H](NC(=O)c1nc[nH]c1C(=O)NCCCCCNC(=O)OC(C)(C)C)c1ccccc1 | 9
N#CC[C@H](c1ccccc1)N1CCN(Cc2ccccc2)CCC1=O | 10
CN1C(C(=O)NCC2CC2)CC2Cn3c(nc4ccccc43)C21 (centres undefined) | 6
COCc1nnc(NS(=O)(=O)c2ccc(F)cc2)s1 | 2
OCCN(CCCn1c(-c2ccncc2)nc2ccccc21)c1nc(CN2CCCCC2)cs1 | -37
COc1cc(/C=N/n2nnnc2N)ccc1OC(C)=O | 3
CCc1c(C)nc(N2CCN(c3ccc(Cl)cc3)CC2)[nH]c1=O | -3
Cc1cc(NC(=O)CCC(=O)N(CC(=O)NC2CCCC2)c2cccc(C)c2C)no1 | -5
NNC(=O)C1SCCN1S(=O)(=O)c1ccc(Cl)cc1 (centres undefined) | -4
Cc1ccccc1C(=O)Oc1cccc2c(O)cccc12 | -16
CCN1C(=O)[C@H]2[C@@H](c3ccc(-c4ccc(F)cc4)cc3)N[C@@](CC(C)C)(C(=O)OC)[C@H]2C1=O | -9
CCc1ccc(N2CCN(CCNC(=O)Nc3ccccc3)CC2)cc1 | -12
COc1ccc(CN2CCN(C(=O)c3ccc(F)cc3)CC2)c(OC)c1 | 23
Cc1cccc(NC(=O)C2C3C=CC(O3)C2C(=O)O)c1C (centres undefined) | -19
Cc1ccc(C)c2[nH]c(=O)c(CCNC(=O)c3ccc(Br)o3)cc12 | -3
CCCn1c(C(C)Nc2nc(C)cs2)nc2cc(Cl)c(Cl)cc21 (centres undefined) | 6
COc1cccc(NC(=O)c2ccccc2N(Cc2ccccc2)S(C)(=O)=O)c1 | 2
COc1ccc(OC)c(N(CC(=O)Nc2ccccc2F)S(=O)(=O)c2ccccc2)c1 | 17
NS(=O)(=O)c1ccc(CCNCc2ccccc2OCc2ccc(Cl)cc2)cc1 | 1
O=C1N[C@@H](Cc2cn(S(=O)(=O)c3ccc([N+](=O)[O-])cc3)c3ccccc23)C(=O)N[C@H]1Cc1ccccc1 | 8
O=C(O)COc1ccc(/C=C2/SC(=S)N(Cc3ccccc3)C2=O)cc1 | 2
CCC(CO)Oc1cc(NC(=O)c2ccccc2N)c2ncn(C(C)C)c2c1 (centres undefined) | -8
CS(=O)(=O)c1ccccc1-c1csc(N2CCC(C(N)=O)CC2)n1 | -9
O=C(Nc1ccc(Cl)c(C(F)(F)F)c1)NC1CC2CCCC(C1)N2C1CC1 (centres undefined) | 1
Clc1ncccc1OCc1ccccc1 | 5
CCCNC(=S)N1CCC(NC(=O)c2cccc(C)c2)CC1 | 12
CCOc1ccc(Br)cc1C(=S)N1CCCC1 | -9
O=C1[C@H](Cc2ccccc2)NCCCC[C@H](c2ccco2)N1Cc1ccccc1 | 4
CCCCN1C(Nc2ccccc2)=NC[C@@H]1CC(C)C | -9
CN(C)C1=NC[C@H](Cc2ccccc2)N1CCc1ccc(F)cc1 | 1
O=C(O)CCn1cc(-c2ccc(Cl)cc2)nc1-c1ccc(Cl)nc1 | 4
O=C(NCc1ccc(F)cc1)c1cccnc1 | 14
Cc1cccc(-c2oc3ccccc3c2-c2ccc3c(c2)OCO3)c1 | 0
OCC[C@@H]1C[C@H](O)[C@@H](O)[C@@]2(Cc3ccccc3CO2)O1 | -35
Cc1ccc(C(=O)Nc2cccnc2Cl)cc1Cl | -1
CN1CCN(c2ccc(C(CC(N)=O)NC(=O)Cc3cccc4ccccc34)cc2[N+](=O)[O-])CC1 (centres undefined) | -14
O=[N+]([O-])c1ccccc1OCC(O)CN1CCN(CC(O)COc2ccccc2[N+](=O)[O-])CC1 (centres undefined) | -22
CC1(C)O[C@@H]2[C@H](O1)[C@@H](COS(=O)(=O)O)O[C@H]2n1c(=S)[nH]c2c(=O)[nH]c(N)nc21 | -1
Cc1ccc(-c2csc3ncnc(NCCC(=O)O)c23)cc1C | -12
O=C1[C@H]2[C@@H](c3ccc(F)cc3)N3C(=O)N(c4ccccc4)C(=O)[C@@]3(Cc3ccc(Cl)cc3)[C@H]2C(=O)N1C1CCCCC1 | 6
CN(C)CCn1c(=O)n(C2CCCCC2)c(=O)c2c3c(sc21)CCCCC3 | 10
CCOc1ccc(C(=O)NC2CCCCCCC2)cc1 | 11
O=S(=O)(Nc1ccccn1)c1ccc(Br)cc1 | -1

Gathered by group: the entries above with an NH in an aromatic ring (5)
structure | Pf gamet viab
CC1(C)c2[nH]c3ccccc3c2C[C@@H]2C(=O)N(c3ccc(F)cc3F)C(=O)N21 | -6
C[C@H](NC(=O)c1nc[nH]c1C(=O)NCCCCCNC(=O)OC(C)(C)C)c1ccccc1 | 9
CCc1c(C)nc(N2CCN(c3ccc(Cl)cc3)CC2)[nH]c1=O | -3
Cc1ccc(C)c2[nH]c(=O)c(CCNC(=O)c3ccc(Br)o3)cc12 | -3
CC1(C)O[C@@H]2[C@H](O1)[C@@H](COS(=O)(=O)O)O[C@H]2n1c(=S)[nH]c2c(=O)[nH]c(N)nc21 | -1

(cont.)
structure | Pf gamet viab
COc1cccc(/C=N/Nc2ccc(Cl)nn2)c1OC | 0
COc1cc2c(C#CCO)c(-c3ccc(C#N)cc3)oc(=O)c2cc1OC | -2
COc1ccc(CNC(=O)CCC(=O)Nc2ccc(Cl)cc2)cc1 | 16
Cc1ccc(C2CN(CCC(N)=O)C(=O)CO2)cc1 (centres undefined) | -14
CCCn1c(C2CCCN2c2nc(-c3ccc(C)cc3)cs2)nc2ccccc21 (centres undefined) | -6
O=c1c2ccccc2nc(-c2ccc(Cl)cc2)n1C1CCS(=O)(=O)C1 (centres undefined) | 0
CCc1nc(N2CCN(C(C)=O)CC2)c2c3c(sc2n1)CCCC3 | -3
NS(=O)(=O)c1ccc(Nc2nc(-c3cccnc3)cs2)cc1 | -13
CCOc1ccc(S(=O)(=O)N2CN3CCN(C3)C2)cc1 | -35
CC(C)NC(=O)c1nc2c(nnn2Cc2cccc(Cl)c2)c(=O)[nH]1 | -3
CC#CC(=O)N1CCCC(Cc2cccc(OC)c2)(C(=O)OCC)C1 (centres undefined) | 22
COc1ccc(Cc2nnc(NC(=O)c3ccccc3F)s2)cc1 | 14
Cc1ccc(CNC(=O)c2ccc(N3CCC4(CC3)CC(c3cccc(Br)c3)=NO4)c(NC(=O)c3c(Cl)cccc3Cl)c2)cc1 | 18
CC(=O)Nc1ccc(C(=O)N2CCCc3ccccc32)cc1 | -12
COc1ccc(CN2CCSCC2)c(OC)c1C | -15
OCC1(CCOc2ccccc2)CCN(Cc2ccccc2C(F)(F)F)CC1 | -15
COc1ccc(C2=CSC3=NCCN23)cc1Cl | -23
c1ccc(-c2sc3ccccc3c2-c2ccc(OCCN3CCCC3)cc2)cc1 | -2
COc1ccc(CCNC(=O)C2CC3Cn4c(nc5ccccc54)C3N2c2ccccc2)cc1 (centres undefined) | -1
COc1ccc(C(=O)NC2CCCCCCC2)cc1OC | -3
CC(=O)c1cn(CC(=O)Nc2ccccc2C(F)(F)F)c2ccccc12 | 5
OC(CNC1CCCC1)COc1ccccc1Br (centres undefined) | -7
CCOC(=O)[C@H]1[C@H]2COc3ccc(Br)cc3[C@@H]2N2C(=O)c3ccc(F)cc3NC(=O)[C@@]12C | -5
COc1ccc(CNCc2cccc3ccccc23)cc1 | 5

Four of these compounds in a different format.
Cc1ccc(C)c2[nH]c(=O)c(CCNC(=O)c3ccc(Br)o3)cc12
  Pf gamet viab: -3

CCCn1c(C(C)Nc2nc(C)cs2)nc2cc(Cl)c(Cl)cc21 (centres undefined)
  Pf gamet viab: 6

COc1cccc(NC(=O)c2ccccc2N(Cc2ccccc2)S(C)(=O)=O)c1
  Pf gamet viab: 2

COc1ccc(OC)c(N(CC(=O)Nc2ccccc2F)S(=O)(=O)c2ccccc2)c1
  Pf gamet viab: 17

The list goes on:
| SMILES | Pf gamet viab |
| --- | --- |
| O=C(c1ccc2c(c1)OCCO2)N1CCN(S(=O)(=O)c2c(F)cccc2F)CC1 | -12 |
| COc1ccc(NS(=O)(=O)c2cc(C(=O)Nc3ccccc3C(=O)O)ccc2C)cc1 | 10 |
| CC(C)(C)OC(=O)C[C@H]1C/C=C\C[C@@H](CC(=O)N(CCO)Cc2ccccc2)C(=O)NC[C@H](c2ccccc2)OC1=O | -31 |
| COc1ccc(CNc2ccc3c(c2)ncn3C)cc1OC | -4 |
| Cc1ccc(CNc2cc(C(=O)O)ccc2Cl)s1 | -4 |
| Cc1ccccc1Nc1ncnc2c1cnn2C | 2 |
| OCC[C@H]1C[C@H](O)[C@@H](O)[C@@]2(Cc3ccccc3O2)O1 | 3 |
| Cc1cc(C)c(NC(=O)CCCCCNC2CCCCC2)c(C)c1 | -1 |
| CC1(C(=O)NCCOc2ccccc2Cl)CC1(Cl)Cl (centres undefined) | -19 |
| CCOC(=O)Cn1cnc2scc(-c3ccc(C)cc3)c2c1=O | -28 |
| CCN(CC)c1nc(NN)nc(Nc2ccc(C)c(Cl)c2)n1 | -5 |
| Clc1cccc(OCCCCN2CCCCC2)c1 | 3 |
| N#CCCn1cc(C(N)=O)c(-c2ccc3ccccc3c2)n1 | -5 |
| Cc1ccc(NC(=O)/C(Cl)=C\c2ccccc2)cc1 | -11 |
| CCCn1c(CCNc2nc(-c3ccc(OC)cc3)cs2)nc2ccccc21 | -18 |
| CCOC(=O)C1=C(C)N(CCCC(=O)O)C(=O)NC1C(CC)CC (centres undefined) | -20 |
| COc1cc(C(=O)NC2CCCCCCC2)cc(OC)c1OC | 5 |
| S=C(Nc1ccc(Cl)c(Cl)c1)N1CCN(c2ccccn2)CC1 | 3 |
| CCOc1ccc(/C=N/NC(=O)C(O)c2ccccc2)c(O)c1 (centres undefined) | -52 |
| Cc1ccc2[nH]c(C(=O)Nc3ccc(F)cc3)cc2c1 | -11 |
| CC(=O)Nc1nc(-c2cccc3ccccc23)cs1 | 18 |
| CC(C)(C)c1ccc(OCC(O)CN2CCc3ccccc3C2)cc1 (centres undefined) | -11 |
| O=C1OC(N2CCN(Cc3ccccc3)CC2)c2ccccc21 (centres undefined) | -21 |
| O=[N+]([O-])c1ccc(S(=O)(=O)Nc2ccncc2)cc1 | 3 |
| COC(=O)C1(C)NC(c2ccc(O)cc2)C2C(=O)N(c3ccccc3)C(=O)C21 (centres undefined) | 15 |
| CN(C)S(=O)(=O)n1cnc([C@H]2c3c(ncn3Cc3ccccc3)C[C@H]3COC(=O)[C@@H]32)c1 | -13 |
| Cc1ccc(-c2ccc(/C=N\n3cnnc3)o2)c(Br)c1 | 12 |
| COc1ccccc1CN1CCCC(CN(CCN(C)C)C(=O)C2CCCC2)C1 (centres undefined) | 15 |
| O=C(NS(=O)(=O)N1CCCC1)C1=C(N2CCCC2)COC1=O | -22 |
| Cc1ccc(NC(=O)Nc2cccc(F)c2)nc1 | -6 |
| CCCCNC(=O)c1onc(CSc2ccc(F)c(F)c2)c1C(=O)NCCCC | -17 |
| NC1=NC(c2ccc([N+](=O)[O-])cc2)N(c2ccc(F)cc2)C(N)=N1 (centres undefined) | 10 |
| Cc1cc(C(=O)Nc2cccc3c2O[C@@H](CN(C)S(C)(=O)=O)[C@H](C)CN([C@@H](C)CO)C3=O)n(C)n1 | 0 |
| COC(=O)C1=C(C)N(CCCC(=O)O)C(=O)NC1c1ccc([N+](=O)[O-])cc1 (centres undefined) | -9 |
| C#CCOCCOCCOCCNc1nc(N2CCN(C(=O)[C@H](CCCCN)n3cc(CCC(=O)O)nn3)CC2)nc(N2CCN(C(=O)[C@H](Cc3ccc(O)cc3)n3cc(CCO)nn3)CC2)n1 | 9 |
| C#CCOCCOCCOCCNc1nc(N2CCN(C(=O)[C@H]([C@@H](C)O)n3cc(CCCCN)nn3)CC2)nc(N2CCN(C(=O)[C@H](CCCCN)n3cc(CC(C)O)nn3)CC2)n1 (some centres undefined) | -22 |
| O=C(O)c1ccc(CNCc2cc(Cl)ccc2O)cc1 | 20 |
| COc1ccc(OC)c(C(=O)NC(CC(N)=O)c2ccc(N3CCN(c4ccccc4)CC3)c([N+](=O)[O-])c2)c1 (centres undefined) | -6 |
| C[C@H](NC(=O)c1ncn(C)c1C(=O)N[C@@H](C)c1ccccc1)c1ccccc1 | 5 |
| Cc1cccc(/C=C/c2onc(C)c2[N+](=O)[O-])n1 | -8 |
| Cc1ccc(C)c(-c2csc(-c3cccnc3)n2)c1 | -10 |
| CC1CCN(C2(O)C(=O)Nc3ccc(Cl)cc32)CC1 (centres undefined) | -8 |
| Cc1c(Cl)cccc1NC(=O)Cn1c(CCC(=O)O)ccc1-c1ccc(Cl)cc1 | -18 |
| COc1ccc(S(=O)(=O)NCCc2ccccc2)cc1OC | -27 |
| COc1ccc(S(=O)(=O)NNC(=O)Nc2ccc(F)cc2)cc1 | -15 |
| CCN(CC)CC#CC(C)(C)OC(C)=O | 9 |
| Cc1ccc2cc(CN(CC3CCCO3)S(=O)(=O)c3ccc4c(c3)OCCO4)c(=O)[nH]c2c1C (centres undefined) | 7 |
| Cc1ccc(C(=O)NC(=S)NNC(=O)c2ccc([N+](=O)[O-])cc2)cc1 | -4 |
